ASK1 inh: ASK1 kinase inhibitors, primary screen, biochemical, AlphaScreen | Mitogen-activated protein kinase kinase kinase 5 (Homo sapiens), Q99683 | AlphaScreen MKK6 phosphorylation by ASK1, luminescence | inhibition, % at 7.44 µM | 0.99% of 22,000 active | AID 1159602, 2016; in the data active = inhibition above about 35%;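 note: 0% = median of compound wells and 100% = no enzyme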
ULK1 primary: ULK1 kinase inhibitors, primary screen, biochemical, AlphaScreen; inhibition, % at 5.96 µM; 1.9% of 30,000 active; AlphaScreen Atg13 phosphorylation by ULK1, luminescence; in the data active = inhibition above about 43%;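 note: 0% = median of compound wells and 100% = no enzyme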
Target sequence (O75385 whole entry, looked up): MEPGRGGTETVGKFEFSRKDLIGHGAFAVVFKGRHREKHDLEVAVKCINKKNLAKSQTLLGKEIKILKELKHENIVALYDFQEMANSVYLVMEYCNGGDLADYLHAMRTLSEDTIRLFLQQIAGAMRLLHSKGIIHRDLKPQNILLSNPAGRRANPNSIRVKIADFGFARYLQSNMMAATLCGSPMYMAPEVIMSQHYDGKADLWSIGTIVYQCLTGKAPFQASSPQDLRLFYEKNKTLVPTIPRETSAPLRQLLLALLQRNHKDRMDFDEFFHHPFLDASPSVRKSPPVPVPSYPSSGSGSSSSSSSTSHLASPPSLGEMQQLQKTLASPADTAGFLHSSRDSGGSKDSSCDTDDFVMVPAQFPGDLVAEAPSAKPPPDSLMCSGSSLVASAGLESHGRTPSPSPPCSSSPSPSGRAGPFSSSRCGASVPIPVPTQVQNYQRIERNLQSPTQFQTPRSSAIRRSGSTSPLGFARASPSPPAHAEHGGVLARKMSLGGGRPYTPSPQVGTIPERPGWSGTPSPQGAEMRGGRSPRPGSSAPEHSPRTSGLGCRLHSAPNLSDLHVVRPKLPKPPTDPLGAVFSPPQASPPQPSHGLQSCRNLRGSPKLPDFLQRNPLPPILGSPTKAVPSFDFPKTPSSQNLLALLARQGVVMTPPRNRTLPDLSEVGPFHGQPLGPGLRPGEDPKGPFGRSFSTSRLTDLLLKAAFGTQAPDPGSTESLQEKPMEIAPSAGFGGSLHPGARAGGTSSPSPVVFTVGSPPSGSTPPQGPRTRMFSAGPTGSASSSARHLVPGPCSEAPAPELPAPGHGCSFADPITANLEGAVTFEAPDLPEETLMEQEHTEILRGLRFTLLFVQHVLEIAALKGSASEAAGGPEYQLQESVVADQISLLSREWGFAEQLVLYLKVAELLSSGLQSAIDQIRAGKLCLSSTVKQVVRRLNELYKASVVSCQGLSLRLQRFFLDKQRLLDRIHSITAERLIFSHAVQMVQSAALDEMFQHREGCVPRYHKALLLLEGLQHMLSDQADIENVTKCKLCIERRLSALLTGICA
* marks the source's active call; other numbers are inactive results; . = not tested or not shown; & = joins results of further samples.

SMILES	ASK1 inh	ULK1 primary
COc1ccc(CCNC(=O)Cc2cn(-c3ccc(Nc4cccc(N(C)C)c4)nn3)c3ccccc23)cc1	26	27
COc1ccc(CCNc2nc(Nc3cccnc3)nc(OC)n2)cc1	3	-6
COc1cccc(CN(CCN(C)C)C(=O)c2cnc3cc(-c4ccncc4)ccn23)c1	13	-23
Cc1cnc(N2CCN(Cc3ccc4c(c3)OCO4)CC2)nc1NCCCN1CCCC1=O	-10	3
CC(C)n1cnc2c(NCc3cccnc3)nc(NCCCN3CCCC3=O)nc21	0	7
Nc1nccc(-c2ccc3nc(C4COc5ccc(C(=O)NCCc6cnc[nH]6)cc5C4)[nH]c3c2)n1 (configuration not stated)	8	10
O=C(NCCN1CCOCC1)c1cccc(-c2ccc(N3CCOCC3)nc2)c1	1	-3
CC(C)n1c(N2CCN(Cc3ccc4c(c3)OCO4)CC2)nc2c(NCCO)ncnc21	-6	-34
Cc1nc2nc[nH]n2c(=O)c1CC(=O)O	.	6
c1ccc(-c2cc(NC3CC3)nc(-c3cccnc3)n2)nc1	.	-54
CC(=O)Nc1ccc(Nc2cc(Nc3ccc4ncccc4c3)ncn2)cc1	8	2
C[C@@H](CN)Oc1ncccc1C(=O)Nc1ccc2[nH]ncc2c1	-16	1
CC(=O)Nc1ccc(Nc2nc(Nc3ccc4ncccc4c3)ncc2C)cc1	3	37
O=C(NCCN1CCOCC1)c1cc(N2CCN(c3ccccn3)CC2)nc2ccccc12	0	0
O=C(NCCO)c1cccc(-c2csc3ccccc23)c1	-18	-19
COc1cc(NC(=O)c2ccc(-c3c(C)noc3C)s2)cc(OC)c1OC	-2	-3
O=C(NC1CC1)c1cncc(-c2cccs2)c1	-6	-5
Fc1cc(-c2cnoc2)cc(-c2ccnc(Nc3ccc(-n4cnc(N5CCOCC5)n4)cc3)n2)c1	2	3
O=C1CCCN1CCn1cnc2c(NCc3cccc(C(F)(F)F)c3)nc(N3CCCC3CO)nc21 (configuration not stated)	-2	-8
c1ccc(Cn2cc(-c3ncoc3-c3ccnc(Nc4ccc(N5CCOCC5)cc4)c3)cn2)cc1	33	-8
O=C(OCC1(COC(=O)c2cccnc2)CCCC(COC(=O)c2cccnc2)(COC(=O)c2cccnc2)C1O)c1cccnc1	.	45*
CC(C)[C@H](O)C(=O)N1CCC(C(=O)Nc2ccc3[nH]ncc3c2)CC1	-12	4
CCN(CC)C(=O)C1CCCN(c2nc(N)c3cc(OC)c(OC)cc3n2)C1 (configuration not stated)	-3	6
CC(=O)c1cccc(-c2cccc(C(N)=O)c2)c1	8	6
CNCC1CCC(N)C(OC2C(N)CC(N)C(OC3OCC(C)(O)C(NC)C3O)C2O)O1 (configuration not stated)	.	-7
COc1cc2nc(NCc3cccnc3)nc(NCCCN3CCCC3=O)c2cc1OC	2	2
Cc1cccc(-c2ncn(-c3ccc(Nc4nccc(-c5cc(F)cc(N6CCOCC6)c5)n4)cc3)n2)n1	-4	9
COc1ccc(CCNC(=O)c2csc(Nc3nc4ccccc4n3C)n2)cc1	9	8
O=C(CCc1ccccc1)Nc1ccc(-c2cn[nH]c2)cc1	9	-3
CC(C)N(CCNc1nc(N2CCCC2CO)nc2c1ncn2C(C)C)C(C)C (configuration not stated)	3	-30
COc1ccc(CCNc2cc(Nc3ccccc3)ncn2)cc1	-3	-2
Nc1cccc(-c2ncc(C(=O)NCCCN3CCCC3=O)s2)c1	-16	-5
Cc1cc(NCc2cccnc2)nc(Nc2ccc(C(F)(F)F)cc2)n1	-16	15
CCN(CC)c1nc(NCCN(C(C)C)C(C)C)nc(N2CCN(Cc3ccc4c(c3)OCO4)CC2)n1	10	1
O=C(NCCN1CCOCC1)C1CCN(c2ccc(Nc3cnccn3)nn2)CC1	-8	-1
CC(C)n1cnc2c(Nc3ccc(N4CCOCC4)cc3)nc(Nc3ccc4ncccc4c3)nc21	12	29

Seven neighbouring compounds out of the list so far, quoted:
SMILES	ASK1 inh	ULK1 primary
COc1ccc(CCNC(=O)Cc2cn(-c3ccc(Nc4cccc(N(C)C)c4)nn3)c3ccccc23)cc1	26	27
COc1ccc(CCNc2nc(Nc3cccnc3)nc(OC)n2)cc1	3	-6
COc1cccc(CN(CCN(C)C)C(=O)c2cnc3cc(-c4ccncc4)ccn23)c1	13	-23
Cc1cnc(N2CCN(Cc3ccc4c(c3)OCO4)CC2)nc1NCCCN1CCCC1=O	-10	3
CC(C)n1cnc2c(NCc3cccnc3)nc(NCCCN3CCCC3=O)nc21	0	7
Nc1nccc(-c2ccc3nc(C4COc5ccc(C(=O)NCCc6cnc[nH]6)cc5C4)[nH]c3c2)n1 (configuration not stated)	8	10
O=C(NCCN1CCOCC1)c1cccc(-c2ccc(N3CCOCC3)nc2)c1	1	-3

Remaining list, next part:
SMILES	ASK1 inh	ULK1 primary
Cc1nc(NCc2ccco2)cc(-c2cccnc2)n1	.	16
CC1(C)Cc2cccc(OCC(=O)Nc3ccc(Cl)cc3)c2O1	.	0
c1ccc2sc(-c3cnc(NCCCn4ccnc4)nc3)cc2c1	.	11
CC(=O)Nc1ccc(-c2cnccc2NC(=O)C2COc3ccccc3O2)cc1 (configuration not stated)	-3	15
c1ccc(-n2cnc3c(NCc4cccnc4)nc(Nc4ccc(N5CCOCC5)cc4)nc32)cc1	39*	-1
c1ccc(CN2CCC(Nc3cc(Nc4ncccn4)ncn3)CC2)cc1	-14	7
c1ccc(CN2CCC(Nc3nc(N4CCc5ccccc5C4)nc4c3ncn4-c3ccsc3)CC2)cc1	9	20
c1cn(-c2ccc(Nc3nc4ncnc(Nc5ccc6c(c5)OCO6)c4[nH]3)cc2)cn1	39*	11
O=C(O)c1cccc([N+](=O)[O-])c1C(=O)Nc1cccnc1	.	-10
Nc1nccc(-c2ccc3nc(C4COc5ccc(C(=O)NC6CCCCC6)cc5C4)[nH]c3c2)n1 (configuration not stated)	1	-258
CCn1c(SCC(=O)N/N=C/c2ccccn2)nnc1-c1ccccc1	.	-2
O=C(Nc1ccc2[nH]ncc2c1)[C@@H]1CCCN1C(=O)C(O)c1ccc(F)cc1F (some centres not stated)	1&-2	4&-20
O=C(NCc1cccc(C(F)(F)F)c1)c1ccc2nc(NCc3ccc4c(c3)OCO4)sc2c1	-15	-2
Brc1ccc2nc(C3CCCN3Cc3ccccc3)[nH]c2c1 (configuration not stated)	6	-30
Cc1cc(=O)c2n(Cc3ccc(Cl)cc3)nc[n+]2[nH]1	.	-11
CC(C)n1cnc2c(NCc3nc4ccccc4[nH]3)nc(-c3ccc(C(=O)N4CCN(C)CC4)cc3)nc21	-3	-2
CCNc1nc(NCc2cccc(C(F)(F)F)c2)c2cc(OC)c(OC)cc2n1	-5	-30
Cn1c(=O)c2c(nc(SCC(=O)O)n2Cc2ccccc2)n(C)c1=O	.	5
FC(F)(F)c1ccc(Cn2cnc3c(NCc4cccc(C(F)(F)F)c4)nc(Nc4ccccc4)nc32)cc1	15	0
O=C(Nc1nccc(-c2cccc(Nc3ccccc3)c2)n1)C1CCOC1 (configuration not stated)	4	-11
Cc1nn(C)c(C)c1-c1nc2c(Nc3ccc(Oc4ccccc4)cc3)ncnc2n1C(C)C	7	8
O=C(Nc1ccc2c(-c3ccccc3)n[nH]c2c1)c1ccccc1F	5	-19
CCOC(=O)Cc1cc(=O)n2[nH]c(-c3ccc(Cl)cc3)cc2n1	.	-15
CC(=O)Nc1ccc(NC(=O)c2ccc(COc3cccc4c3OC(C)(C)C4)cc2)cc1	.	-14
COc1ccc(CCNC(=O)c2cncc(-c3c(C)noc3C)c2)cc1	5	0
c1ccc(-c2nc(NCCCn3ccnc3)cc(-c3ccncc3)n2)nc1	.	6
Cn1cc(-c2nc(Nc3ccc(-n4cnc(N5CCOCC5)n4)cc3)ncc2Br)cn1	-57	61*
CN(C)CCOc1cc(-c2ccnc(N)n2)ccc1NC(=O)[C@H]1Cc2ccccc2CN1	0	-11
COc1ccc(Nc2nc(NCCc3ccccn3)c3ncn(C(C)C)c3n2)cc1	7	9
CCN(CC)c1ccc2cc(/C(C)=N/O)c(=O)oc2c1	.	-2
CNC(=O)c1ncccc1Nc1cc(Nc2ccc(N3CCOCC3)cc2OC)ncc1C(F)(F)F	24	46*
COC(=O)c1cccc(-c2cnc(NC3CCC(O)CC3)c3nccn23)c1 (configuration not stated)	-10	3
Fc1ccc2c(c1)nc(NCc1ccccc1)c1nccn12	.	-6
FC(F)(F)c1cccc(CNc2cc(N3CCOCC3)ncn2)c1	-6	0
NC(=O)c1ccnc(-c2ccccc2)c1	14	0
CC1(C)OCC2OC3(C(=O)O)OC(C)(C)OC3C2O1 (configuration not stated)	.	-10

3 entries from above, ordered by SMILES length, smallest number first:
SMILES	ASK1 inh	ULK1 primary
CCN(CC)c1ccc2cc(/C(C)=N/O)c(=O)oc2c1	.	-2
COc1ccc(CCNC(=O)c2cncc(-c3c(C)noc3C)c2)cc1	5	0
Cn1cc(-c2nc(Nc3ccc(-n4cnc(N5CCOCC5)n4)cc3)ncc2Br)cn1	-57	61*

The list goes on.
SMILES	ASK1 inh	ULK1 primary
COc1nc(NC2CC2)nc(-c2c(C)nn(C)c2C)n1	3	-41
O=C(NCCO)c1ccnc(-c2ccc(C(=O)NC3CC3)cc2)c1	-23	-5
O=C(NCc1nnnn1-c1ccc(Cl)cc1)c1ccc2ccccc2c1	.	-13
CC(C)n1c(Nc2ccc(N3CCOCC3)cc2)nc2c(NCCCN3CCCC3=O)ncnc21	-10	10
Nc1nc(NCCCN2CCCC2=O)cc(N2CCC(N3CCOCC3)CC2)n1	-18	-17
c1ccc(Nc2nccc(NCc3nc4ccccc4[nH]3)n2)nc1	-5	6
S=C(Nc1ccccn1)c1ccccc1	.	8
C[C@H]1[C@@H](OC(=O)CCC(=O)O)O[C@@H]2OC3(C)CC[C@H]4[C@H](C)CC[C@@H]1[C@@]24OO3	.	9
CCCNC(=O)c1cnc(-c2ccc(N3CCOCC3)nc2)s1	3	-8
CCN(CC)c1nc(NCCc2ccc(OC)cc2)nc(Nc2ccncn2)n1	-3	-11
O=C(NCCOc1ccccc1)c1cccc(Nc2ccc(-n3ccnc3)cc2)n1	11	-35
Nc1cccc(-c2nc(NCc3cccnc3)c3ncn(-c4ccccc4)c3n2)c1	-38	17

2 entries picked at random from the list so far:
SMILES	ASK1 inh	ULK1 primary
Nc1nc(NCCCN2CCCC2=O)cc(N2CCC(N3CCOCC3)CC2)n1	-18	-17
S=C(Nc1ccccn1)c1ccccc1	.	8

(listing goes on)
SMILES	ASK1 inh	ULK1 primary
Cc1c(Cl)cccc1NC(=O)Cc1csc(NC(=O)/C=C/c2ccccc2)n1	.	3
O=C1CCCN1CCn1cnc2c(Nc3ccc4c(c3)OCO4)nc(N3CCN(Cc4ccc5c(c4)OCO5)CC3)nc21	17	-4
Nc1cccc(-c2cc(NCCN3CCOCC3)ncn2)c1	11	-12
COc1ccc(CCNc2nc(NCc3ccc4c(c3)OCO4)ncc2C)cc1	0	-16
Nc1ncc(-c2ccncn2)c(-c2ccc(C(F)(F)F)nc2)n1	.	-7
O=C(NCc1cccnc1)c1ccnc(NCCN2CCOCC2)c1	-15	-14
COc1ccc(-c2nccc(Nc3ccc(NC(C)=O)cc3)n2)cc1	7	0
Cc1cccc(CC(=O)Nc2cnn(-c3cccc(C(=O)Nc4cccc(C#N)c4)c3)c2)c1	-2	-22
c1cc2c(cc1CN1CCN(c3nc(NCCN4CCOCC4)c4ncn(C5CCCCC5)c4n3)CC1)OCO2	30	-23
CN1CCN(C(=O)c2ccc(-c3nc(NCc4cccc(C(F)(F)F)c4)c4ncn(CCN5CCCC5=O)c4n3)cc2)CC1	4	0
COc1nc(Nc2ccc(N3CCOCC3)cc2)nc(-c2c(C)noc2C)n1	-13	-8
O=C([C@@H](O)COc1ccc(Br)cc1)N1CCC(Nc2ccc3[nH]ncc3c2)CC1	-16	-5
O=C(NC1CC1)c1ccc(-c2cncc(C(=O)NC3CCN(Cc4ccccc4)CC3)c2)cc1	-3	3
c1ccc(Nc2ccnc(-c3ccccc3)n2)cc1	-14	16
CCCNC(=O)c1cnc(NCc2ccc3c(c2)OCO3)s1	-9	8
Cc1ccc(-c2cccc3cnc(Nc4cccc(C(=O)NC5CC5)c4)nc23)cn1	-28	59*
COC(=O)C1=C(C)NC2=C(C(=O)CC(c3cccs3)C2)C1c1ccc2c(c1)OCO2 (configuration not stated)	.	-14
CN1CCN(c2ccc(-c3nc4ccc(C(=O)Nc5ccc(Oc6ccccc6)cc5)cc4s3)cc2)CC1	13	31
CN(C)Cc1ccn(-c2ccnc(Nc3ccc(N4CCOCC4)cc3)c2)n1	-17	8
O=C(NC1CCN(Cc2ccccc2)CC1)c1cc(N2CCc3ccccc3C2)nc2ccccc12	1	7
Cc1ccc(C2=NNC3(CCOC(C)(C)C3)S2)cc1 (configuration not stated)	.	-16
COc1cc2nc(N3CCN(c4ccccn4)CC3)nc(NCc3nc4ccccc4[nH]3)c2cc1OC	-9	-7
COC(CNc1cc(-c2cncc(-c3cccs3)c2)nc(C)n1)OC	.	8
COc1cc(Nc2ccnc(Nc3cnccn3)n2)cc(OC)c1OC	7	0
CC(C)=CCN1C[C@@H](C)[C@H]2OCCC=C2[C@H]1c1ccccc1Cl	1	2
O=C1CCCN1CCn1cnc2c(Nc3ccc4c(c3)OCO4)nc(N3CCN(c4ccccn4)CC3)nc21	6	-1
O=C(Nc1ccncc1)C1CCN(C(=O)C(O)c2ccc(Br)cc2)CC1 (configuration not stated)	3	0
CC(=O)c1cccc(-c2cc(NCCN3CCOCC3)ncn2)c1	-7	-4
O=C(NCC(O)c1ccc(F)cc1)c1cncc(-c2ccc3[nH]ncc3c2)c1 (configuration not stated)	-2	17
Cc1cc2nc(C)n(CC(=O)O)c2cc1C	.	-7

Some of these compounds in order of the ULK1 primary value, high to low.
structure	ASK1 inh	ULK1 primary
O=C(NCC(O)c1ccc(F)cc1)c1cncc(-c2ccc3[nH]ncc3c2)c1 (configuration not stated)	-2	17
O=C1CCCN1CCn1cnc2c(Nc3ccc4c(c3)OCO4)nc(N3CCN(c4ccccn4)CC3)nc21	6	-1
CC(=O)c1cccc(-c2cc(NCCN3CCOCC3)ncn2)c1	-7	-4

High-throughput results deposited in PubChem by The Scripps Research Institute Molecular Screening Center.

No enrichment for hits; overall some 2.6% were active at least once.
